KDM4C inh: inhibitors of GASC-1 (KDM4C) histone demethylase, primary screen, biochemical, single concentration HTS | Lysine-specific demethylase 4C (Homo sapiens), Q9H3R0 | GST-KDM4C 2-372, H3K9me3 peptide, LANCE TR-FRET | inhibition, % at 12.5 µM | 96,000 tested, 0.15% active | AID 720574, 2013;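 active = mean replicate inhibition above about 25%, with at least 55% of replicates also reaching it, limit read from the data, passing the limit was not always enough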
Target sequence (Q9H3R0 2-372 limits assumed): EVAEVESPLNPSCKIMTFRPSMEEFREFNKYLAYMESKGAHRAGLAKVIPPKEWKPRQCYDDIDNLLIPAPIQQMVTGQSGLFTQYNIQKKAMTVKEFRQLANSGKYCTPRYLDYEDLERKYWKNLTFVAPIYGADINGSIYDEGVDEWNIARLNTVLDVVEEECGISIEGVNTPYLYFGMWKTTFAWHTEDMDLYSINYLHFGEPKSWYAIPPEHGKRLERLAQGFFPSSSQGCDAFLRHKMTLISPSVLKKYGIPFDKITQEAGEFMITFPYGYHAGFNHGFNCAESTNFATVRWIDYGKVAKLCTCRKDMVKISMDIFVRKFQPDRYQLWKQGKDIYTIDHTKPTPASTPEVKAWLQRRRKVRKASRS
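Material: GST-tagged GASC-1 (JMJD2C) catalytic fragment, aa 2-372. Input: enzyme final amount 10 nM. Medium: HEPES buffer, pH 7.5, plus ascorbate. Reagent: H3K9me3 peptide substrate, Fe(II), 2-oxoglutarate. Doses: single dose. Times: reaction 30 min RT, detection step 1 h RT. Measured by: LANCE TR-FRET. Evaluation: Fall in 671/618 emission ratio as inhibition.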
C diff growth: C. difficile growth inhibitors, primary screen, HTS; Clostridium difficile clinical isolate growth, OD600, 24 h; stronger effect = lower value; growth activity, negative = inhibition, % at 16 µg/mL (by protocol); 86,000 tested, 0.25% active; AID 1259249, 2017;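 active = mean growth activity at or below -80% and every replicate also at or below -80%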;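 note: 0% = DMSO wells and -100% = levofloxacin 16 µg/mL wells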
Pf Dd2 growth: P. falciparum Dd2 growth inhibitors, primary screen, SYBR Green fluorescence, single dose replicates | 94,000 tested, 2.3% active | AID 1159554, 2015 | activity change, % at 10 µM | 72 h; stronger effect = lower value; in the data active = activity change below about -80%
Tcruzi prolif: T. cruzi intracellular proliferation inhibitors, primary screen, cell-based, beta-gal Tulahuen parasites, NIH3T3 host, luminescence | T. cruzi beta-gal in NIH3T3, GalScreen luminescence, 90 h | inhibition, % at 8.34 µM | 77,000 tested, 5.9% active;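 active = mean inhibition above about 93%, with at least 55% of replicates each passing it, limit read from the data, passing the limit was not always enough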
Numbers without * were called inactive; x = not tested or not shown; & = joins results of further samples.

SMILES	KDM4C inh	C diff growth	Pf Dd2 growth	Tcruzi prolif
CO[C@@H]1CN(C)C(=O)c2ccc(NS(=O)(=O)c3ccc(C)cc3)cc2OC[C@@H](C)N(C(=O)NC(C)C)C[C@@H]1C	0.5	x	x	-35
COc1ccccc1CNC(=O)C[C@@H]1CC[C@@H]2[C@H](COC[C@H](O)CN2Cc2ccccc2)O1	-2.4	10&-4	-19	x
CO[C@H]1CN(C)C(=O)c2ccc(NC(=O)c3ccno3)cc2OC[C@@H](C)NC[C@H]1C	-0.7	x	15	43
C[C@H]1CCCCO[C@H](CN(C)C(=O)NC2CCCCC2)[C@@H](C)CN([C@@H](C)CO)C(=O)c2cc(NS(=O)(=O)c3ccc(Cl)cc3)ccc2O1	-1.3	-5	-13	80
CCC(=O)Nc1ccc2c(c1)C(=O)N(C)[C@H]1CC[C@H](CC(=O)NCCOC)O[C@H]1CO2	0.2	0	9	19
CN1CCN(C(=O)C[C@@H]2CC[C@@H]3[C@H](COC[C@@H](O)CN3C(=O)C3CCCC3)O2)CC1	0.2	x	5	12
C[C@H]1CN([C@@H](C)CO)C(=O)c2cc(C3=CCCC3)cnc2O[C@@H]1CN(C)C(=O)C1CC1	2.5	x	22	-20
C[C@@H]1CN([C@@H](C)CO)C(=O)c2cc(NC(=O)C3CC3)ccc2O[C@@H]1CN(C)Cc1ccc(-c2ccccc2)cc1	6.2	16	-34	69
Cc1ccccc1-c1ccc([C@@H]2[C@H](CO)N3CCCCN(S(=O)(=O)c4cn(C)cn4)C[C@@H]23)cc1	0.7	-8	9	63
CC(C)CC#Cc1cnc2c(c1)C(=O)N([C@@H](C)CO)C[C@H](C)[C@@H](CN(C)C(=O)CN1CCOCC1)O2	2.4	5	20	12
C[C@H]1CN([C@@H](C)CO)C(=O)c2cc(NS(C)(=O)=O)ccc2O[C@H]1CN(C)C	3.6	3	15	x
COc1ccc(CN(C)C[C@H]2Oc3c(NS(C)(=O)=O)cccc3C(=O)N([C@H](C)CO)C[C@@H]2C)cc1	-0.1	1	11	-37
C[C@H](CO)N1C[C@H](C)[C@@H](CN(C)CC2CCCCC2)OCCCC[C@H](C)Oc2ccc(NC(=O)NC3CCCCC3)cc2C1=O	-2.9	x	-10	77
C[C@H](CO)N1C[C@H](C)[C@@H](CN(C)Cc2cccnc2)OCc2ccccc2-c2ccccc2C1=O	0.2	-2	-2	13
CC(=O)NC[C@@H]1[C@@H](c2ccc(C3=CCCCC3)cc2)[C@@H](CO)N1C(=O)C1CCC1	1.5	9	-13	x
CN1C(=O)c2cc(NC(=O)Cc3cccs3)ccc2OC[C@@H]2O[C@H](CC(=O)NCC3CCCCC3)CC[C@H]21	0.1	-4	-61	11
C[C@@H]1CN([C@@H](C)CO)C(=O)c2cc(-c3ccc(C#N)cc3)cnc2O[C@H]1CN(C)C(=O)CN(C)C	19	-4	5	31
C/C=C/c1ccc([C@@H]2[C@H](CO)N(C(=O)C3CCCC3)C23CN(C(=O)NC(C)C)C3)cc1	-1.7	-6	-35	x
COCC(=O)N1C[C@@H](C)[C@@H](OC)CN(C)C(=O)c2ccc(NC(=O)c3ccccc3)cc2OC[C@H]1C	-1.0	-3	-16	-21
Cc1noc(C)c1NC(=O)N(C)C[C@@H]1Oc2ncc(C#CC3CCCCC3)cc2C(=O)N([C@@H](C)CO)C[C@H]1C	-0.4	-10	-4	12
O=C(C[C@@H]1CC[C@@H]2[C@H](COC[C@@H](O)CN2C(=O)c2ccccc2)O1)NCc1cccc(F)c1	0.1	x	6	39
COCC(=O)N1C[C@@H](C)[C@H](OC)CN(C)C(=O)c2cc(NC(=O)Nc3ccccc3)ccc2OC[C@@H]1C	-1.5	x	3	-26
CO[C@@H]1CN(C)C(=O)c2ccc(NS(=O)(=O)c3ccccc3C)cc2OC[C@@H](C)N(S(=O)(=O)c2ccccc2)C[C@H]1C	0.1	x	-55	46
C[C@H]1CN([C@@H](C)CO)C(=O)Cc2cc(NS(=O)(=O)c3cccs3)ccc2O[C@@H]1CN(C)C(=O)Nc1cccc2ccccc12	0.0	-6	-22	10
C[C@H](CO)N1C[C@H](C)[C@H](CN(C)C(=O)C2CCOCC2)Oc2cc(-c3ccc(C(=O)N(C)C)cc3)ccc2S1(=O)=O	1.9	-8	42	20
O=C(N[C@@H]1CC[C@@H](CCn2cc(Cc3ccccc3)nn2)O[C@@H]1CO)c1cnccn1	-0.3	4	11	9
O=C(c1cnccn1)N1CC(=O)N2[C@@H](CO)[C@H](c3ccc(C#CCC4CCCC4)cc3)[C@@H]2C1	-0.7	-19	-31	x
C[C@H](CO)N1C[C@H](C)[C@@H](CN(C)Cc2ccncc2)Oc2ccc(NC(=O)CCCCCC(=O)Nc3ccccc3N)cc2C1=O	-0.4	-2	19	0
C[C@@H]1CCCCO[C@@H](CN(C)S(=O)(=O)c2ccccc2)[C@H](C)CN([C@@H](C)CO)C(=O)c2cc(NS(=O)(=O)c3cccs3)ccc2O1	0.5	1	x	26
Cc1ccc(S(=O)(=O)Nc2ccc3c(c2)C(=O)N([C@H](C)CO)C[C@@H](C)[C@H](CN(C)C(=O)NC(C)C)OCCCC[C@@H](C)O3)cc1	-2.4	-21	-44	21
CCCNC(=O)N1CC2(CCN(C(=O)CCC)CC2)c2c(n(C)c3cc(OC)ccc23)[C@@H]1CO	-2.5	0	-8	x
C[C@H]1CN([C@@H](C)CO)C(=O)Cc2cc(NC(=O)c3ccncc3)ccc2O[C@@H]1CN(C)Cc1ccc(-c2ccccc2)cc1	0.1	-3	-36	81
C[C@@H]1CN([C@@H](C)CO)C(=O)CCCn2cc(nn2)CO[C@H]1CN(C)S(=O)(=O)c1ccccc1	-1.7	0	16&9	-12&13
CCCNC(=O)Nc1ccc2c(c1)C(=O)N(C)[C@@H]1CC[C@H](CC(=O)NCCCN(C)C)O[C@@H]1CO2	0.2	-1	4	18
C[C@@H]1CCCCO[C@@H](CN(C)CC2CCCCC2)[C@@H](C)CN([C@@H](C)CO)C(=O)c2cc(NS(=O)(=O)c3ccc(F)cc3)ccc2O1	3.0	13	-51	82
N#C[C@H]1[C@H](c2ccccc2)[C@@H](CO)N1S(=O)(=O)c1cccc(F)c1	-0.9	4	17	45
Cc1ccc(S(=O)(=O)N(C)C[C@H]2OCCCC[C@@H](C)Oc3ccc(NC(=O)Nc4cccc5ccccc45)cc3C(=O)N([C@@H](C)CO)C[C@H]2C)cc1	-1.3	-6	-79	x
CCC(=O)N1CCCCN2[C@H](CO)[C@H](c3ccc(-c4ccc(F)cc4)cc3)[C@@H]2C1	-0.3	-8	28	106*
O=C(C1CCOCC1)N1CC(=O)N2[C@H](C1)[C@@H](c1ccc(C#CC3CCCC3)cc1)[C@@H]2CO	-1.0	-7	-26	x
C[C@H]1CN([C@@H](C)CO)C(=O)c2cc(-c3ccncc3)cnc2O[C@@H]1CN(C)C	1.6	-1	20	-45
COCCNC(=O)[C@@H]1[C@@H](CO)[C@@H]2Cn3c(cccc3=O)[C@H]1N2Cc1cc(F)ccc1F	0.7	-1	-2	-5
COCC(=O)N1CC2(CN(S(C)(=O)=O)C2)c2c(n(C)c3cc(OC)ccc23)[C@@H]1CO	-0.2	-6	53	x
CN(C)C(=O)C[C@H]1CC[C@@H]2[C@H](COc3ccc(NC(=O)C4CCCC4)cc3C(=O)N2C)O1	-0.7	0	7	x
COc1ccccc1CNC(=O)C[C@H]1CC[C@H]2[C@@H](COC[C@@H](O)CN2Cc2cccc(-c3ccncc3)c2)O1	1.2	-5&-17	x	113*
OC[C@@H]1[C@H](c2ccc(C#CC3(O)CCCC3)cc2)[C@H]2CN(Cc3cncnc3)CCCCN12	16	4	24	101*
C[C@H]1CN([C@@H](C)CO)C(=O)c2cccc(NC(=O)C3CCOCC3)c2O[C@H]1CN(C)C(=O)Nc1ccccc1	0.6	-2	15	x
CC(=O)N1[C@H](CO)[C@@H](c2ccc(-c3ccc(C#N)cc3)cc2)C12CN(C(=O)C1CC1)C2	1.9	-1	40	x
CC(C)NC(=O)Nc1ccc2c(c1)CC(=O)N([C@H](C)CO)C[C@@H](C)[C@@H](CN(C)S(=O)(=O)c1ccc(F)cc1)O2	0.8	6	6	28
COc1ccc2c3c(n(C)c2c1)[C@H](CO)N(C(=O)NC(C)C)CC31CN(C(C)=O)C1	0.3	3	19	x
C[C@H](CO)N1C[C@H](C)[C@@H](CN(C)C(=O)Nc2ccc(F)cc2)Oc2ccc(NC(=O)Nc3cccc4ccccc34)cc2CC1=O	-2.7	5	-35	28
The list continues.
SMILES	KDM4C inh	C diff growth	Pf Dd2 growth	Tcruzi prolif
C[C@@H]1CN([C@H](C)CO)S(=O)(=O)c2ccc(Br)cc2O[C@H]1CN(C)Cc1ccncc1	2.7	3	-27	95
C[C@H](CO)N1C[C@H](C)[C@@H](CN(C)Cc2cccnc2)Oc2cc(C#CC3CC3)ccc2S1(=O)=O	1.2	-8	-12	x
Cc1noc(C)c1NC(=O)N(C)C[C@@H]1Oc2ccc(NC(=O)Nc3ccc(F)cc3)cc2C(=O)N([C@@H](C)CO)C[C@H]1C	6.5	-3	8	-20
Cc1ccc(S(=O)(=O)Nc2ccc3c(c2)C(=O)N([C@H](C)CO)C[C@H](C)[C@H](CN(C)C(=O)NC(C)C)OCCCC[C@H](C)O3)cc1	0.2	8	-6	52
CCCC(=O)Nc1ccc2c(c1)C(=O)N(C)[C@H]1CC[C@@H](CC(=O)Nc3ccccc3)O[C@H]1CO2	3.0	4	-8	42
C[C@H]1CN([C@@H](C)CO)C(=O)c2cc(NC(=O)c3ccncc3)ccc2O[C@H]1CN(C)Cc1ccc(-c2ccccc2)cc1	1.0	-17	-11	x
OC[C@H]1[C@@H](c2ccc(C#CC3CCCC3)cc2)[C@H]2CN(CCC(F)(F)F)CCCCN21	x	28	-56	69
C[C@@H]1CCCCO[C@H](CN(C)C(=O)Nc2ccc(F)cc2)[C@@H](C)CN([C@@H](C)CO)C(=O)c2cc(NS(=O)(=O)c3ccccc3)ccc2O1	-2.5	-11	-76	97
COc1ccc(S(=O)(=O)Nc2ccc3c(c2)C(=O)N([C@H](C)CO)C[C@@H](C)[C@H](CN(C)Cc2ccc(C(=O)O)cc2)OCCCC[C@@H](C)O3)cc1	2.2	-1	18	69
CNC[C@@H]1Oc2cc(C#CC(C)(C)O)ccc2S(=O)(=O)N([C@@H](C)CO)C[C@@H]1C	-0.3	3	-26	1
COc1ccc(NC(=O)Nc2ccc3c(c2)C(=O)N([C@H](C)CO)C[C@H](C)[C@@H](CN(C)S(=O)(=O)c2ccccc2)O3)cc1	0.9	1	3	-53
CCNC(=O)[C@@H]1[C@@H](CO)[C@@H]2Cn3c(cccc3=O)[C@H]1N2Cc1cccc(Cl)c1	0.2	5	30	x
C[C@@H]1CN([C@H](C)CO)C(=O)c2cc(-c3ccc(C(=O)N(C)C)cc3)cnc2O[C@H]1CN(C)Cc1ccc(C(=O)O)cc1	1.8	1	14	-37

A run of entries from the list above, for reference:
SMILES	KDM4C inh	C diff growth	Pf Dd2 growth	Tcruzi prolif
CCCC(=O)Nc1ccc2c(c1)C(=O)N(C)[C@H]1CC[C@@H](CC(=O)Nc3ccccc3)O[C@H]1CO2	3.0	4	-8	42
C[C@H]1CN([C@@H](C)CO)C(=O)c2cc(NC(=O)c3ccncc3)ccc2O[C@H]1CN(C)Cc1ccc(-c2ccccc2)cc1	1.0	-17	-11	x
OC[C@H]1[C@@H](c2ccc(C#CC3CCCC3)cc2)[C@H]2CN(CCC(F)(F)F)CCCCN21	x	28	-56	69
C[C@@H]1CCCCO[C@H](CN(C)C(=O)Nc2ccc(F)cc2)[C@@H](C)CN([C@@H](C)CO)C(=O)c2cc(NS(=O)(=O)c3ccccc3)ccc2O1	-2.5	-11	-76	97
COc1ccc(S(=O)(=O)Nc2ccc3c(c2)C(=O)N([C@H](C)CO)C[C@@H](C)[C@H](CN(C)Cc2ccc(C(=O)O)cc2)OCCCC[C@@H](C)O3)cc1	2.2	-1	18	69
CNC[C@@H]1Oc2cc(C#CC(C)(C)O)ccc2S(=O)(=O)N([C@@H](C)CO)C[C@@H]1C	-0.3	3	-26	1
COc1ccc(NC(=O)Nc2ccc3c(c2)C(=O)N([C@H](C)CO)C[C@H](C)[C@@H](CN(C)S(=O)(=O)c2ccccc2)O3)cc1	0.9	1	3	-53
CCNC(=O)[C@@H]1[C@@H](CO)[C@@H]2Cn3c(cccc3=O)[C@H]1N2Cc1cccc(Cl)c1	0.2	5	30	x
C[C@@H]1CN([C@H](C)CO)C(=O)c2cc(-c3ccc(C(=O)N(C)C)cc3)cnc2O[C@H]1CN(C)Cc1ccc(C(=O)O)cc1	1.8	1	14	-37
